p53ts 32C tox: kills p53ts cells at the permissive temperature; H1299-p53A138V at 32C, ATP luminescence viability, 24 h; Potency, µM (highest dose often 46.1 µM), inactives show at the top dose activity change, negative = cytotoxicity, most hits filed as cytotoxic; 130,000 tested, 0.93% active; AID 924;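 note: 0% = DMSO and -100% = full killing by reference compound; nearly all actives have a fitted effect of over 55% in size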
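ATP-content luminescence (ATPlite) read-out after 24 h compound exposure at 32C in H1299-p53A138V cells (600/well). Tested up to 46 uM. Normalized to DMSO (0%) and 100 uM tamoxifen (100% killing); Hill-fit AC50.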
p53ts 39C tox: p53ts cell cytotoxicity, nonpermissive temperature; 130,000 tested, 1.5% active; Potency, µM (top dose mostly 46.1 µM), without a hit: at the highest dose activity change, negative = cell killing, actives largely listed as cytotoxic; H1299-p53A138V viability at 39C, ATP luminescence, 24 h; note: nearly all actives have a fitted effect of over 55% in size
Imprint erasure: inducers of genomic imprint erasure in mouse ES cells; mouse ES Peg3-LacZ reporter, beta-gal luminescence, 40 h; Potency, µM (highest dose often 60.7 µM), inactives show at the top dose activity change, positive = activation, usual class: activators; 110,000 tested, 0.02% active;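 note: 0% = negative control wells on the plate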
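Each well holds 300 Peg3LacZ-Neo (maternal) female ES cells incubated 40 h at 37C, 5% CO2. LacZ is measured by BetaGlo luminescence, with AC50 and maximum efficacy derived from dose-response curves.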
IkB signaling: inhibitors of IkB signaling in ABC-DLBCL cells; Potency, µM (doses to about 57.1 µM), inactives show at the highest dose IkBa stabilization activation; 110,000 tested, 0.04% active; ABC-DLBCL IkBa-CBG/CBR dual luciferase ratio, 4 h; response scale: scaled: untreated 0%, proteasome inhibitor 100%; active = well fitted curve in the direction sought with a large enough effect in the signal ratio, not every such curve was filed as active; inconclusive = small, poorly fitted or top-dose-only effect, or a change in a side signal; the % refers to the signal ratio;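 note: the direction sought is a rising ratio; 0% = basal untreated cells and 100% = reference inhibitor full response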
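In this assay, an IκBα–CBG68 fusion accumulates when IKK-driven degradation is blocked; native CBR normalizes for cell number. OCI-Ly3 cells were treated 4 h with compound and doxycycline, then green and red light read after Chroma-Glo addition.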
* hit, by the source's call; ? = inconclusive; nt = not tested or not shown; & = joins results of further samples; [ ] = remark or other dose. Unless noted, calls come from the whole dose curve; as a rule, active = well fitted curve in the direction sought with a large enough effect; inconclusive = small, poorly fitted or top-dose-only effect, or another doubt; inactive = no such curve, though single readings can be large; an effect the other way counts as inactive or inconclusive. Unless noted, % is set by controls: 0 for no effect and ±100 for the full control effect; potency is the fitted concentration of half-maximal effect.

SMILES | p53ts 32C tox | p53ts 39C tox | Imprint erasure | IkB signaling
O=C(c1ccc(F)cc1)n1nc(-c2cccnc2)nc1NCc1ccccc1 | 3.1% | -7.8% | -11.4%[10.9 µM] | ?
CCn1c(=O)c(C(=O)NCCc2ccccc2)c(O)c2ccccc21 | 2.4% | -1.4% | -18.3% | ?
COc1nc(N2CCCC2)nc(-n2cc(-c3ccccc3)nn2)n1 | 10.5% | 3.1% | -3.3% | -3.0%
CCOC(=O)N1CCc2c(sc3c2C(=O)NC(c2ccc(-c4ccc(Cl)cc4)o2)N3)C1 (configuration not stated) | -17.1% | 5.8% | -3.7% | 4.3%
CCc1nccn1S(=O)(=O)c1ccc2ccc(C)cc2c1 | 8.5% | -3.2% | -18.2% | 0.2%
COc1ccc(N2C(=O)CC(Sc3ncn[nH]3)C2=O)c(OC)c1 (configuration not stated) | -12.1% | -2.7% | -43.6%[inhibitor] | ?
COc1cccc(NC(=O)c2oc3ccccc3c2NC(=O)c2ccc(F)c(F)c2)c1 | 5.9% | -9.6% | -16.9%[10.9 µM] | ?
Oc1c(Cl)cc(Cl)c2cccnc12 | ? | 3.16µM* | -31.1%[inhibitor] | nt
C=CCNC(N)=S | 0.3%[1.84 µM] | 9.1% | -3.8% | 0.4%
COc1ccc(OC)c(-c2cc(C(=O)Nc3cc(C)on3)no2)c1 | -19.0% | -10.6% | -15.8% | -1.7%
Cc1sc2c(c1C)c(=O)n(-c1ccccc1)c1nnc(C)n21 | 7.2% | 5.3% | nt | nt
O=C(CCN1CCN(Cc2ccccc2)CC1)Nc1cccc(Cl)c1 | -0.6% | -0.1% | -14.3% | 2.9%

Ordered by molecular weight (lowest first): some entries from above.
SMILES | p53ts 32C tox | p53ts 39C tox | Imprint erasure | IkB signaling
C=CCNC(N)=S | 0.3%[1.84 µM] | 9.1% | -3.8% | 0.4%
CCc1nccn1S(=O)(=O)c1ccc2ccc(C)cc2c1 | 8.5% | -3.2% | -18.2% | 0.2%
Cc1sc2c(c1C)c(=O)n(-c1ccccc1)c1nnc(C)n21 | 7.2% | 5.3% | nt | nt
COc1nc(N2CCCC2)nc(-n2cc(-c3ccccc3)nn2)n1 | 10.5% | 3.1% | -3.3% | -3.0%
COc1ccc(OC)c(-c2cc(C(=O)Nc3cc(C)on3)no2)c1 | -19.0% | -10.6% | -15.8% | -1.7%
CCn1c(=O)c(C(=O)NCCc2ccccc2)c(O)c2ccccc21 | 2.4% | -1.4% | -18.3% | ?
O=C(CCN1CCN(Cc2ccccc2)CC1)Nc1cccc(Cl)c1 | -0.6% | -0.1% | -14.3% | 2.9%
O=C(c1ccc(F)cc1)n1nc(-c2cccnc2)nc1NCc1ccccc1 | 3.1% | -7.8% | -11.4%[10.9 µM] | ?
COc1cccc(NC(=O)c2oc3ccccc3c2NC(=O)c2ccc(F)c(F)c2)c1 | 5.9% | -9.6% | -16.9%[10.9 µM] | ?
CCOC(=O)N1CCc2c(sc3c2C(=O)NC(c2ccc(-c4ccc(Cl)cc4)o2)N3)C1 (configuration not stated) | -17.1% | 5.8% | -3.7% | 4.3%

(list continues)
SMILES | p53ts 32C tox | p53ts 39C tox | Imprint erasure | IkB signaling
O=C(Cn1ncc2c(Cl)cccc21)NCc1cccc(Br)c1 | ? | ? | 4.9%[10.9 µM] | -2.4%
CN1C(=O)C2(Nc3ccccc3-c3nc4ccccc4n32)c2ccccc21 (configuration not stated) | -2.9% | -0.1% | -12.6% | ?
O=C(NCc1ccco1)C(Cc1ccccc1)N1C(=O)C2C3C=CC(C3)C2C1=O (configuration not stated) | -3.7% | -13.3% | -6.0% | 1.7%
CCOc1ccc(S(=O)(=O)NCc2ccco2)c2ccccc12 | 3.7% | 5.7% | -12.3% | 3.7%
O=C(O)c1c2c(nc3ccc(S(=O)(=O)N4CCC(C(=O)N5CCCCC5)CC4)cc13)CCCC2 | 12.0% | 3.0% | 2.9% | 0.5%
Cc1ccc2onc(CNC(=O)N3CCN(c4cc(Cl)ccc4C)CC3)c2c1 | -7.5% | -26.0% | -14.9%[10.9 µM] | 1.3%
CNC(=O)CN(c1cccc(Br)c1)S(C)(=O)=O | -3.8% | -2.0% | 12.1% | 1.2%
O=C(CCc1ccccc1)Nc1c(F)c(F)c(F)c(F)c1F | -9.5% | -2.8% | 21.4% | 0.0%
O=C(CSCC(=O)Nc1nccs1)Nc1ccccc1 | 1.1% | 4.6% | -5.5% | 2.4%
CCCCC(=O)NC1(C(F)(F)F)C(=O)Nc2c1c(=O)[nH]c(=O)n2-c1ccc(F)cc1 (configuration not stated) | 4.1% | -1.3% | -15.2%[10.9 µM] | ?
CCOC(=O)c1c(S(=O)(=O)N2CCC(C(=O)NCc3ccccc3OC)CC2)c(C)n(C)c1C | 5.2% | 12.3% | -7.1%[10.9 µM] | -0.3%
CC(C)CCOc1ccc(C(=O)NCCC(=O)N2CCOCC2)cc1 | -1.2% | 10.0% | -15.5% | -3.7%
Cc1ccc(C(=O)Nc2ccc3oc(-c4cc(Br)ccc4Cl)nc3c2)cc1 | -7.3% | 2.5% | -8.0%[10.9 µM] | -1.9%
CCC(=O)N1CCN(c2ccccc2NC(=O)COc2cc(C)ccc2C(C)C)CC1 | ? | ? | -13.9% | ?
CN1C[C@@H]2C(c3ccc(C(F)(F)F)cc3)C3(c4cccnc4)CC2(C3)[C@H]1c1ccccc1 (some centres not stated) | -1.2% | -18.5% | -18.8% | nt
Clc1cc(Cl)c(OCc2nc(-c3ccccn3)no2)cc1Cl | ? | ? | -70.2%[inhibitor] | 0.4%
C/C(CCN1CCCc2nc(C)c(C)cc21)=N\O[C@@H](C)c1cn([C@H](CO)Cc2ccccc2)nn1 | 7.5%&0.6%[9.22 µM] | -1.0%&2.0%[9.22 µM] | nt | nt
Cc1cccc(-c2nc(CN3CCCC(C(=O)NCc4ccc(Cl)cc4)C3)c(C)o2)c1 (configuration not stated) | ? | ? | -15.0%[10.9 µM] | ?
COC(=O)C1CCN(S(=O)(=O)c2cc3c4c(c2)CC(=O)N4CCC3)CC1 | 3.5% | -3.9% | 13.7%[10.9 µM] | -1.0%
CCCn1c(CNC(=O)c2ccc(F)cc2)nc2ccccc21 | -1.1% | 15.8% | 12.6%[10.9 µM] | -1.0%
COc1cccc(CNCCSc2nnnn2C)c1OCc1ccc(Cl)cc1Cl | -12.1% | ? | -17.9%[10.9 µM] | ?
COC(=O)c1cc(=O)n(Cc2cccs2)c(=NCc2cccs2)s1 | 3.2% | -3.1% | -6.0% | 2.0%
S=c1[nH]nc(-c2ccccc2)n1C1C=CCCC1 (configuration not stated) | -0.3% | 7.5% | -0.3% | 1.5%
Cc1cccc(C)c1OC(=O)CSc1nnc(-c2ccc3c(c2)OCO3)o1 | 8.8% | -2.1% | 7.5%[10.9 µM] | 1.9%
O=C(O)CCC(=O)Nc1nc(-c2ccccc2)cs1 | -4.9% | -4.5% | -73.9%[inhibitor] | ?
COCCCN(C(=O)c1ccco1)c1nc(-c2cc(OC)ccc2OC)cs1 | -10.6% | -0.4% | nt | -0.6%
CCCCc1nn2c(=O)cc(COC(=O)c3ccc(NC(=O)C4CCCCC4)cc3)nc2s1 | 1.4% | -0.8% | 8.6%[10.9 µM] | ?
O=C(Cn1c(=O)n(CC2CCCO2)c(=O)c2ccccc21)Nc1cccc(Cl)c1 (configuration not stated) | -3.1% | 10.4% | 9.2%[10.9 µM] | 5.2%
O=C(CSc1nc2c(c(=O)[nH]1)CN(Cc1ccc(F)cc1)CC2)Nc1cccc(C(F)(F)F)c1 | 2.1% | -9.4% | -11.5%[10.9 µM] | ?
CSc1nc(-c2ccc(Cl)cc2)nn1S(=O)(=O)c1ccc(Cl)cc1 | 11.6% | 18.3% | nt | nt
CC1CCCN(S(=O)(=O)c2ccc3c(c2)c(=O)nc2ccccn23)C1 (configuration not stated) | -10.2% | -7.3% | -12.3%[10.9 µM] | -1.7%
COc1ccc(-c2ccc(-c3noc(C)n3)c(OC)n2)cc1 | 3.7% | -2.1% | -9.1% | -2.3%
CCOC(=O)C(NC(=O)Nc1cccc(C)n1)(OCC(F)(F)F)C(F)(F)F (configuration not stated) | -17.6% | -7.3% | -4.4% | 0.5%
CN1CCN(C(=O)CN(c2cccc(Cl)c2)S(=O)(=O)c2ccccc2)CC1 | 0.3% | 8.0% | -9.2% | 2.5%
Cc1ccc(NC(=O)Cn2c(=O)n(Cc3ccc4c(c3)OCO4)c(=O)c3oc4ccccc4c32)cc1C | 0.6% | -13.5% | 6.7%[10.9 µM] | 1.1%
CC(C)CNC(=O)NC1C(NC(=O)NCC(C)C)N(C)C(=O)N1C (configuration not stated) | 5.01µM* | 6.31µM* | -62.4%[inhibitor] | ?
CCC(=O)N1CCN(c2cc3c(cc2F)c(=O)c(C(=O)O)cn3CC)CC1 | -4.5% | 2.0% | -1.4% | 0.5%
COCC(=O)N1CCC2(CC1)CN(C(c1ccccc1)c1ccccc1)C2 | 2.1% | 1.1% | nt | 3.3%[11.4 µM]
CC(=O)NC(CC(=O)O)C(=O)O (configuration not stated) | -12.4% | 7.8% | -3.9% | nt
COc1ccccc1CN1CCCC2(CCN(C(=O)c3c(C)noc3C)CC2)C1 | -4.6% | 8.8% | nt | -0.9%[11.4 µM]
CCCCNC(=O)c1ccc2c(c1)N(Cc1ccc(F)cc1)C(=O)c1ccccc1S2=O (configuration not stated) | 16.5% | 4.5% | 20.8%[10.9 µM] | ?
CCOC(=O)C1C(=O)CC(O)(c2ccccc2)CC1c1ccccc1 (configuration not stated) | 6.5% | -0.6% | -16.8% | 0.7%
COc1ccc(NC(=O)CSc2nc3ccccc3n2CC(=O)N(C)c2ccc(F)cc2)cc1 | 7.8% | -3.8% | -9.6%[10.9 µM] | 1.3%
Cc1ccc(NC(=O)CSc2ncc3c(n2)-c2ccccc2N(Cc2cccc(F)c2)S3(=O)=O)cc1F | 3.0% | ? | 2.3%[10.9 µM] | 0.7%
Cc1nc2ccccc2c(=O)n1/N=C/c1ccccn1 | -9.7% | -5.4% | -8.2% | 0.2%
CCOC(=O)c1nnn(-c2nonc2N)c1CSc1ccc(C)cc1 | -2.0% | 18.3% | -2.9% | ?
c1cncc(CNc2c3c(nc4nnnn24)CCCC3)c1 | -0.7% | 6.7% | -4.4% | -0.3%
CCOC(=O)c1c(C)[nH]c(C)c1S(=O)(=O)N1CCCC(C(=O)Nc2ncccc2C)C1 (configuration not stated) | -0.7% | -19.3% | ? | -1.7%
Cc1noc(NS(=O)(=O)c2cccc3c(N(C)C)cccc23)c1C | -4.6% | -1.2% | -5.4% | 1.0%
O=C(NCCc1c[nH]c2ccccc12)c1c(Cl)nc2sccn12 | -6.0% | -6.0% | 17.1% | -1.1%
COc1ccc(N2C(C)=CS/C2=C(/C#N)c2nnc(N3CCOCC3)n2-c2ccccc2)cc1 | 13.0% | 3.4% | -7.8% | 0.3%
COc1ccc(C)cc1NC(=O)C1CCN(S(=O)(=O)Cc2ccccc2)CC1 | 2.4% | -15.7% | -12.2%[10.9 µM] | ?
COc1ccc(S(=O)(=O)NC2CCCCC2)c(C)c1C | 7.8% | 3.8% | -23.3% | 1.4%
Cn1c(=O)c2c(nc(Br)n2Cc2ccccc2Cl)n(C)c1=O | -8.8% | -28.3% | -8.3% | -1.1%
O=C(Nc1nc2c(s1)CCc1ccccc1-2)c1cccs1 | 17.2% | -6.0% | -14.2% | ?
O=C(c1ccco1)N1C(=O)c2cccc3c(S(=O)(=O)N4CCCC4)ccc1c23 | 0.0% | 22.0% | 10.0% | 1.0%
O=C(Nc1ccc(S(=O)(=O)N2CCCCC2)cc1)c1ccc(CN2CCOCC2)cc1 | -4.4% | -2.2% | nt | nt
O=C(CSCCc1ccccn1)Nc1ccccn1 | -0.5% | -0.9% | -3.0% | 1.5%
CC1=C(C)CC2C(=O)N(c3cccc4ccccc34)C(=O)C2C1 (configuration not stated) | 8.9% | -6.4% | -8.3% | 17.0%
Cc1cc(C)c2c(C)nn(C3CCCCC3)c2n1 | 10.7% | 2.7% | -11.5% | -3.1%
CCOC(=O)Cc1csc(NC(=O)CSc2nnc(-c3ccncc3)n2Cc2ccco2)n1 | 1.1% | -13.7% | 16.0% | 3.4%

Source: PubChem (National Center for Advancing Translational Sciences (NCATS))
